# USP2a block = qHTS Assay for Inhibitors of Ubiquitin-specific Protease USP2a Using CHOP2 as the Reporter; Ubiquitin carboxyl-terminal hydrolase 2 (Homo sapiens), O75604; USP2 core, Ub-CHOP2 coupled fluorogenic reporter, 485/531; Potency, µM (highest dose often 38.3 µM), without a hit: top-dose activity change, negative = inhibition, usual class: inhibitors; actives 0.01% (n = 330,000); AID 463254, 2010;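 also: potency is read from the fitted curve at half-maximal effect; plate controls were DMSO wells for no effect and full inhibition by NEM control for full effect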
# Target sequence (O75604 whole entry, looked up): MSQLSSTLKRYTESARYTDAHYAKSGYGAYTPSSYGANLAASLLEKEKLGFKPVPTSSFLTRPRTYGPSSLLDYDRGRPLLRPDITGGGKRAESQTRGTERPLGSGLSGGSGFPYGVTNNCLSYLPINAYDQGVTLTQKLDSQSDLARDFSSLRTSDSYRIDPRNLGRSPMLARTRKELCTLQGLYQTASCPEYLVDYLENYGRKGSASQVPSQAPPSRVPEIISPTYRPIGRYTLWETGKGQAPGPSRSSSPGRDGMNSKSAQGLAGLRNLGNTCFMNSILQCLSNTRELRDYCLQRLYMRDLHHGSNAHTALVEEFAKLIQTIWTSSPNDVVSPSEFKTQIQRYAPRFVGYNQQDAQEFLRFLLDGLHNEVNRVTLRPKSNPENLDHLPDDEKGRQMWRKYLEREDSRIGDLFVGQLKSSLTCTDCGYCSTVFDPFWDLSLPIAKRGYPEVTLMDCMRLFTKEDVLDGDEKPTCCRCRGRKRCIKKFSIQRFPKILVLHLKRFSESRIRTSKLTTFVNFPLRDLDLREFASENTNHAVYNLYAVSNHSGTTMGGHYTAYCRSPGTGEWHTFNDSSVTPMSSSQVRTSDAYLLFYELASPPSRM
#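 Deubiquitinase activity read as fluorescence (485/531 nm) after Ub-CHOP2 cleavage activates the enterokinase reporter on its substrate; USP2 core 10nM, Ub-CHOP2 and substrate 25nM each, 30min compound preincubation then 60min RT; data normalized to NEM, curves fitted.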
# ELG1 genotox = qHTS screen for small molecules that induce genotoxicity in human embryonic kidney (HEK293T) cells expressing luciferase-tagged ELG1. HEK293T ELG1-luciferase reporter, luminescence, 16 h. Potency, µM (series often up to 46 µM), inactives show at the top dose activity change, positive = activation, actives largely listed as activators. actives 1.3% (n = 330,000); also: potency is read from the fitted curve at half-maximal effect; % of control where 0% means no effect; nearly all actives have a fitted effect of over 60% in size
#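 DMSO vehicle served as control against compound-treated ELG1-luciferase HEK293T cells; exposure lasted 16 hr at 37 °C and 5% CO2, followed by ONE-Glo luminescence detection after 30 min.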
# B2AR arrestin = qHTS assay of beta-arrestin-biased ligands of beta2-adrenergic receptor | Beta-2 adrenergic receptor (Homo sapiens), P07550 | actives 0.02% (n = 330,000) | beta-arrestin recruitment to beta2AR, cell-based reporter | Potency, µM (highest dose often 46.1 µM), inactives show top-dose activation, most hits filed as activators;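 also: potency is read from the fitted curve at half-maximal effect; 0% = DMSO controls and full agonism = EC100 isoproterenol or metaproterenol; nearly all actives have a fitted effect of over 65% in size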
# Target sequence (P07550 whole entry, looked up): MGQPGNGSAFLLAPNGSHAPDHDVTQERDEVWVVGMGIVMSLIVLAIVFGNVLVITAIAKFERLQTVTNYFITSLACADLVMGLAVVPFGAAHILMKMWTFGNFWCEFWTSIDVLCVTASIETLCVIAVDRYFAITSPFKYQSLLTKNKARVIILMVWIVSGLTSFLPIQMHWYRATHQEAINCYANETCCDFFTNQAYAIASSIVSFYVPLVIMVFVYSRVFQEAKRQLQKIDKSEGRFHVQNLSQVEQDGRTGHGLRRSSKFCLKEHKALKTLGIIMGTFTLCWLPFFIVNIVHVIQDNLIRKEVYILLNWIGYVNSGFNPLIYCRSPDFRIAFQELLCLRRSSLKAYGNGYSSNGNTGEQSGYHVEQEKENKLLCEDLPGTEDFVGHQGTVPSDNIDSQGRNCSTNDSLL
# Integrin act MD = qHTS for Activators of Integrin-Mediated Alleviation for Muscular Dystrophy; AID 624291, 2012; alpha7betagal myoblasts, beta-gal FDG fluorescence, 48 h; actives 0.064% (n = 350,000); Potency, µM (doses to about 38.3 µM), inactives show at the highest dose activation, most hits filed as activators;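 also: potency is read from the fitted curve at half-maximal effect; 100% = response of the positive control SU9516; nearly all actives have a fitted effect of over 60% in size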
#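 alpha7betagal+/- myoblasts (passage 13, 250/well) treated 48 h at 37C with compounds at 1:260 dilution of DMSO stock. Lysed, then beta-galactosidase activity read as FDG fluorescence (ex 480/em 540) after 30 min, with pre-read for autofluorescence.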
# BRCA1 expr up = qHTS Assay to Identify Small Molecule Activators of BRCA1 Expression. MCF7-BRCA1-FFLuc reporter, luminescence, 48 h; response scale: scaled: vehicle 0%, 10 µM genistein 100%. Potency, µM (top dose mostly 46.1 µM), inactives show top-dose activation, actives largely listed as activators. actives 1.1% (n = 380,000); also: potency is read from the fitted curve at half-maximal effect; nearly all actives have a fitted effect of over 80% in size; some results filed as inactive show a strong effect at the top dose
#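 Activators of BRCA1 expression were detected as increased firefly luciferase luminescence in engineered MCF7 cells after 48 h compound incubation. Signals were scaled to genistein 10 microM as full activation.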
# uPA surface inh = qHTS for Inhibitors of Cell Surface uPA Generation | cell surface uPA generation assay, qHTS | AID 540303, 2011 | actives 0.31% (n = 330,000) | Potency, µM (top dose mostly 38.3 µM), for inactives: top-dose activity change, negative = inhibition, most hits filed as inhibitors; active = well fitted inhibition curve with a large enough effect; inconclusive = small, poorly fitted or top-dose-only effect; inactive = no such curve, though single readings can be large or run the other way; tested in mouse RAW 264.7 cells; also: potency is read from the fitted curve at half-maximal effect; % is scaled to controls: 0 for no effect and ±100 for the full control effect; nearly all actives have a fitted effect of over 55% in size
# TRPV1 agonist = HTS Assay for Compounds that Act as Agonists of the Vanilloid Receptor 1 | actives 0.19% (n = 320,000) | activation, % at 8.33 µM | AID 540275, 2011 | Transient receptor potential cation channel subfamily V member 1 (Homo sapiens), Q8NER1 | TRPV1-expressing cells, Fluo-8 calcium influx, agonist mode; in the data active = activation above about 80%; inconclusive = between about 30% and that limit; also: 0% is about no effect
#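 Fluo-8 calcium influx in TRPV1-expressing cells, kinetic read (ex 480/em 520 nm). Compound added and read 3 min for agonist activity, followed by capsaicin at EC20 final and 2 min further read for enhancement.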
# TSG101-PTAP inh = qHTS Assay for Iinhibitors of HIV-1 Budding by Blocking the Interaction of PTAP/TSG101. Tumor susceptibility gene 101 protein (Homo sapiens), Q99816. Fluorescence polarization, FITC-PTAP peptide / Tsg101 binding. Potency, µM (top dose mostly 115 µM), for inactives: at the highest dose activity change, negative = inhibition, usual class: inhibitors. 340,000 tested, under 10 active. AID 493005, 2010; active = well fitted inhibition curve with a large enough effect in the main read-out, with a control signal flat, not every such curve was filed as active; inconclusive = small, poorly fitted or top-dose-only effect, or effect the other way, or a change in a side signal; inactive = no such curve, though single readings can be large or run the other way; also: potency is read from the fitted curve at half-maximal effect; % of control where 0% means no effect
#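 Fluorescence polarization binding of Tsg101 binding domain (10 uM final) to FITC-labeled PTAP peptide (50 nM final) in HEPES pH 7.5 buffer with NaCl, Tween 20, EDTA, TCEP. Compounds added before peptide; binding 20 min at RT.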
# Eya2 inh = qHTS Assay for Inhibitors of the Phosphatase Activity of Eya2; recombinant Eya2, OMFP fluorescence dephosphorylation (OMFP is methylfluorescein phosphate); Protein phosphatase EYA2 (Homo sapiens), O00167; actives 0.006% (n = 330,000); Potency, µM (highest dose often 76.9 µM), inactives show at the highest dose activity, negative = inhibition, usual class: inhibitors; also: potency is read from the fitted curve at half-maximal effect; % is scaled to controls: 0 for no effect and ±100 for the full control effect
#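 Eya2 (0.2 uM) preincubated 10 min at ambient with compound, then OMFP substrate added at 50 uM; 10 min reaction in 50 mM HEPES pH 7.5, 50 mM NaCl, 5 uM MgCl2, 0.05% BSA, 1 mM DTT. Fluorescence read at Ex 485/Em 525 nm.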
# p53 reactivator = qHTS assay for re-activators of p53 using a Luc reporter; H1299 p53-A138V BP100-luciferase reporter, luminescence, 24 h; Potency, µM (doses to about 92.2 µM), for the others: top-dose activity change, positive = activation, actives largely listed as activators; actives 0.063% (n = 320,000); also: potency is read from the fitted curve at half-maximal effect; % of control where 0% means no effect; nearly all actives have a fitted effect of over 45% in size
#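 p53-null H1299 cells stably carrying temperature-sensitive p53-A138V and a BP100-luciferase reporter were pinned with compounds (4-point, 1:5 series) and held 24 hrs at 37 deg C. Luminescence was read 10 min after detection reagent.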
# ASM inhibitor = Inhibitors of Secretory Acid Sphingomyelinase (S-ASM): qHTS; placental ASM, HMU-PC fluorogenic substrate, 60 min; Potency, µM (doses to about 57.5 µM), inactives show top-dose activity change, negative = inhibition, actives largely listed as inhibitors; actives 0.006% (n = 340,000); AID 504937, 2011; also: potency is read from the fitted curve at half-maximal effect
#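 Steps: dispense placental human ASM, pin compound, wait 10 min at room temperature, add HMU-PC0 substrate at 9 uM final, incubate 60 min at 37 °C, add stop solution raising pH to 10, read fluorescence.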
# An asterisk follows results filed as active; ? = inconclusive; . = no result given; & = joins results of further samples; [ ] = another dose, or the depositor's remark. Unless noted, calls follow the shape of the dose curve; as a rule, active = well fitted curve in the direction sought with a large enough effect; inconclusive = small, poorly fitted or top-dose-only effect, or another doubt; inactive = no such curve, though single readings can be large; an effect the other way counts as inactive or inconclusive.
cpd	canonical_smiles	USP2a block	ELG1 genotox	B2AR arrestin	Integrin act MD	BRCA1 expr up	uPA surface inh	TRPV1 agonist	TSG101-PTAP inh	Eya2 inh	p53 reactivator	ASM inhibitor
1	Cc1cc(C)c(NC(=O)COC(=O)c2cc([N+](=O)[O-])ccc2N2CCOCC2)c(C)c1	-1%	-2%	-0.1%	-4%	-25%	-2%	4	-4%	-8%	-2%	-3%
2	O=C(NC1CCCCCC1)C(=S)N1CCCC1	2%	1%	-0.7%	39%	9%	0%	2	0%	-2%	-1%	5%
3	CC1(CO)COC2(OC1)C(=O)Nc1ccccc12 (stereo not drawn)	0%	.	0.2%	15%	-8%	6%	-2	-1%	2%	.	1%
4	Cc1noc(NS(=O)(=O)c2ccc(NC(=O)c3ccc(N4C(=O)c5ccccc5C4=O)cc3)cc2)c1C	6%	-4%	0.1%	3%	0%	-2%	1	-5%	12%	1%	-6%
5	Cc1noc(C)c1C(=O)OCC(=O)Nc1ccc(S(N)(=O)=O)cc1	-1%	4%	-0.9%	12%	1%	11%	3	-3%	-9%	7%	0%
6	O=C(NCCO)c1cc([N+](=O)[O-])cc2c1C=Cc1ccccc1O2	-1%	-3%	-0.2%	?	-5%	0%	-6	-1%	2%	12%	-2%
7	CC(=O)NS(=O)(=O)c1ccc(NC(=O)/C=C/c2ccco2)cc1	0%	-1%	-0.1%	2%	-26%	-2%	1	-2%	5%	1%	-3%
8	CCN(CC(=O)Nc1ccc(NC(C)=O)cc1)C(=O)c1n[nH]c(=O)c2ccccc12	3%	1%	0.1%	9%	-8%	6%	-3	-2%	-8%	0%	4%
9	COCC1CCCCN1C(=O)c1cccc(OC2CCN(S(C)(=O)=O)CC2)c1 (stereo not drawn)	1%	2%	0.1%	-1%	-4%	10%	-4	-2%	3%	15%	5%
10	Oc1ccccc1/C=N/Nc1cccc2cccnc12	-6%	?	-0.2%	-48%[inhibitor]	33%	-12%	2	-2%	5%	20%	-5%
11	CCC(C)NC(=O)CS(=O)Cc1nc(-c2cccc(C)c2)oc1C (stereo not drawn)	1%	-2%	0.0%	-15%	-7%	1%	.	-2%	-1%	-9%	-2%
12	CCCc1cc2c(=O)c(-c3ccc4c(c3)OCCO4)coc2cc1OC(=O)c1ccco1	1%	18%	0.3%	12%	25%	2%	-2	0%	-10%	?	-2%
13	CCN1C(=NCCCOC(C)C)N[C@@H](c2ccccc2)[C@H](C(=O)OC)[C@H]1C	5%&-2%	0%	-0.4%&-3.4%	13%	-9%	2%	0	-5%	-17%&0%	-3%	4%
14	O=C(NC1CCCCC1)c1ccc(-c2cccc([N+](=O)[O-])c2)o1	1%	2.1µM*	-0.5%	-47%[inhibitor]	?	-26%	?	-4%	-8%	?	0%
15	O=C(O)c1ccccc1NCN1C(=O)C2CC=C(Cl)CC2C1=O (stereo not drawn)	2%	1%	-0.3%	-1%	4%	2%	0	-2%	-14%	1%	-2%
16	Nc1ccc(N2CCN(CCCCN3C(=O)C4CCCN4C3=O)CC2)cc1 (stereo not drawn)	3%	1%	-1.2%	-14%	-8%	-9%	0	-1%	4%	-6%	3%
17	CCOC(=O)C(Sc1n[nH]c(N)n1)c1ccccc1 (stereo not drawn)	2%	-3%	-0.2%	7%	2%	-2%	-4	-4%	3%	0%	2%
18	CCCCOCCCNC(=O)c1ccc(OC)cc1	2%	1%	0.0%	-9%	-5%	8%	-1	-2%	15%	-1%	3%
19	COc1ccc(NC(C)=O)cc1S(=O)(=O)N1CCc2ccccc21	3%	?	-0.4%	26%	-12%	-12%	2	-1%	3%	-5%	1%
20	O=c1[nH]nc(-c2ccc(F)cc2)cc1Cc1ccccn1	0%	0%	0.3%	-37%	-1%	4%	?	-6%	2%	-3%	4%
21	CCOC(=O)C1(CCOc2ccccc2)CCN(Cc2cccs2)CC1	-2%	-9%	-0.6%	-18%	-20%	8%	2	-1%	-12%	0%	5%
22	O=C(CC1CCS(=O)(=O)C1)Nc1ccc[nH]c1=O (stereo not drawn)	0%	0%	0.0%	42%	26%	-7%	-2	-7%	-3%	-2%	3%
23	Cc1ccc(N=Cc2c(O)c3ccccc3n(C)c2=O)cc1	-1%	3%	0.1%	-8%	-23%	3%	?	2%	11%	11%	41%[activator]
24	O=c1[nH][nH]c(-c2ccccc2)c1C=Nc1ccc(F)cc1F	8%	3%	-0.3%	4%	-6%	4%	-3	0%	6%	4%	-3%
25	Cc1c(C(=O)Nc2ccc3oc(-c4cccnc4)nc3c2)oc2ccccc12	0%	1%	-0.4%	1%	-57%	2%	-2	-1%	-19%	-2%	12%
26	CCCCCCOc1ccc(OC(=O)c2ccncc2)cc1	0%	12%	-0.1%	-29%	30%	-12%	2	-5%	1%	?	2%
27	Cc1cc(C)n(-c2cc(Cl)ccc2[N+](=O)[O-])n1	6%	-1%	0.5%	6%	10%	-23%	-2	-6%	-5%	0%	0%
28	CCN1CCN(c2ccc(NC(=O)c3cccc4ncccc34)cc2)CC1	1%	18%	-0.1%	0%	8%	.	0	-6%	6%	-9%	-1%
29	Cc1cc[n+](-c2[nH]c(=O)sc2/C=N/N=C(\[O-])c2ccccc2)cc1C	?	1%	0.0%	0%	5%	.	0	?	26%	1%	-5%
30	Cc1ccnc(NS(=O)(=O)c2ccc(NC(=O)c3ccc(S(=O)(=O)N4CCOCC4)cc3)cc2)n1	1%	0%	-0.6%	?	-12%	0%	6	-2%	5%	-1%	10%
31	CS(=O)(=O)N(CC(=O)NCc1ccc2c(c1)OCO2)c1ccc(Cl)cc1	2%	6%	-1.2%	15%	37%	2%	0	-5%	13%	30%	0%
32	CC1CCCCC1NC(=O)COC(=O)c1ccccn1 (stereo not drawn)	3%	1%	-0.1%	6%	-5%	-1%	1	-3%	17%	1%	-1%
33	CC(C)NC(=S)N/N=C/c1cc(Br)ccc1O	1%	14%	-0.5%	-20%	-47%	-8%	3	1%	-12%	29%	219%[activator]
34	COC(=O)Cn1c(C)c(C#N)c2ccccc21	2%	0%	-0.5%	-27%	4%	1%	-2	-12%	-7%	-13%	8%
35	COc1ccccc1-c1nnc2n1N=C(C(C)(C)C)CS2	-2%	2%	0.1%	20%	-13%	-3%	6	-6%	-1%	-5%	-1%
36	COC(=O)c1cc(NS(=O)(=O)c2cccs2)cc(NS(=O)(=O)c2cccs2)c1	-1%	0%	0.0%	-28%	-3%	1%	-1	-8%	32%	-3%	20%
37	CCOC(=O)N1CCN(S(=O)(=O)c2ccc(C(=O)N(CCCN(C)C)c3nc4ccc(Cl)cc4s3)cc2)CC1	1%	9%	-0.7%	-79%[inhibitor]	15%	-1%	-4	5%	5%	22%	-6%
38	Cc1nn(C)cc1S(=O)(=O)N1CCN(c2ccccc2F)CC1	3%	-3%	0.5%	22%	-17%	1%	6	-1%	-2%	11%	0%
39	CC1SC(c2ccc(F)cc2)NC1=O (stereo not drawn)	4%	-4%	-0.2%	-27%	13%	2%	2	0%	10%	7%	3%
40	COc1ccc(C2C(C(=O)OCC(=O)Nc3ccc(C)cc3)CCC(=O)N2c2ccc(OC)cc2)cc1 (stereo not drawn)	0%	-1%	-0.2%	13%	-27%	-7%	-3	-8%	4%	-4%	2%
41	CC(=O)c1cnc2c(-c3ccccc3)c(-c3ccccc3)nn2c1C	2%	-7%	-0.4%	-2%	-1%	5%	5	-7%	0%	20%	1%
